proCasp7 act: counter-screen for procaspase-3 activators: activators of human procaspase-7. P55210. recombinant procaspase-7, Ac-DEVD-pNA absorbance 405 nm; D23A/D198A/D206A triple mutant, cannot self-cleave; scale: DMSO 0, 5 µM enzyme 100. activation, % at 8.5 µM. hit rate 0.093% among 330,000;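 active = percent activation above the screen-wide mean plus 3 SD, cut at about 25% in these data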
Target sequence (P55210 whole entry D23A/D198A/D206A): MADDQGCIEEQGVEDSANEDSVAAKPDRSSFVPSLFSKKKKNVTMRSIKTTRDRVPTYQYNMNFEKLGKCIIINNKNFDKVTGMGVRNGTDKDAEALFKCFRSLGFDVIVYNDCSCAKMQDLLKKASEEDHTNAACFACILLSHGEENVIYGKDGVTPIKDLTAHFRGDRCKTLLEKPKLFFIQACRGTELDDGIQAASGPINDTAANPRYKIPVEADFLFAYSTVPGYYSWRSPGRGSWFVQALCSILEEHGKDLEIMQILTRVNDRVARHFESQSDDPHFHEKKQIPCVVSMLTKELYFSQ
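Assay system: Uncleavable procaspase-7 mutant enzyme / Input: 2 µM procaspase-7 mutant as dispensed / Dosing: single nominal 8.5 µM compound dose, 0.8% DMSO final / Timing: 1 h enzyme–compound preincubation and 2 h substrate reaction, both 25 °C / Detection: p-Nitroaniline absorbance at 405 nm, read at 0 and 120 min / Replication: singlicate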
AHR activator: activates the human aryl hydrocarbon receptor; P35869; AHR-responsive luciferase reporter cells, luminescence; activation, % at 5 µM; hit rate 2.5% among 320,000; in the data active = activation above about 47%;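 also: 0% = vehicle wells and 100% = reference agonist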
JMJD2C inh: inhibitors of human GASC-1 (JMJD2C) demethylase. Q9H3R0. GST-JMJD2C(1-420) H3K9me3 demethylation, DELFIA europium. inhibition, % at 2.35 µM. hit rate 0.069% among 330,000. AID 2099;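 active = more than half of a compound's replicate wells show inhibition beyond 50%, single wells judged on their own value; inconclusive = some, but no more than half, of replicates pass 50% inhibition; inactive = no replicate passes 50% inhibition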;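 also: signal counts dimethyl H3K9 product captured on neutravidin plate; 0% = median of DMSO wells and 100% = 0.3 times that DMSO median; strong numbers were not always called active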
Target sequence (Q9H3R0 1-420 limits assumed): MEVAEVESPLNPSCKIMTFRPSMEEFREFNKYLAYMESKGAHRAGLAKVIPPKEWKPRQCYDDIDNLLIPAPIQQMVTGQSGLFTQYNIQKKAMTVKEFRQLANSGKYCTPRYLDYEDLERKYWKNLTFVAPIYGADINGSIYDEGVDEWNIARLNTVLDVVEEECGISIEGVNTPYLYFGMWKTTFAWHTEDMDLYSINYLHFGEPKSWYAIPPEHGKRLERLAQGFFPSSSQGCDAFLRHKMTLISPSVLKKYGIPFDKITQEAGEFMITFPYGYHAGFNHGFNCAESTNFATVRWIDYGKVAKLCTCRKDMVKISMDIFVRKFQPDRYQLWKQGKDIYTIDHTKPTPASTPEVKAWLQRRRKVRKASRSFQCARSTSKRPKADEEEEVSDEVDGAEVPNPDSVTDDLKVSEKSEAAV
proCasp3 act: procaspase-3 (human) activation | AID 463141 | hit rate 0.11% among 330,000 | recombinant procaspase-3 D3A, Ac-DEVD-pNA absorbance 405 nm | activation, % at 8.5 µM | P42574;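 active = activation above the mean of all tested compounds plus 3 SD, cut at about 21% in these data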;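 also: 0% = DMSO alone and 100% = DMSO wells spiked with extra 5 µM PC-3 D3A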
Target sequence (P42574 whole entry D9A/D28A/D175A): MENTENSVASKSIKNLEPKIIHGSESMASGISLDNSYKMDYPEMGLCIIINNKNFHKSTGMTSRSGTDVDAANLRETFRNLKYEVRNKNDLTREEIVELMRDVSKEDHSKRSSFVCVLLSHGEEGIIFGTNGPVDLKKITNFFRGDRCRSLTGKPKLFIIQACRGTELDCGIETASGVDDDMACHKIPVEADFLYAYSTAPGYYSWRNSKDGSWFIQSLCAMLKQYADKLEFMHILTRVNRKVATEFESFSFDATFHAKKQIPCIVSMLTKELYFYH
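Assay system – Procaspase-3 D3A mutant · Benchmarks – DMSO low control, extra-enzyme high control · Technique – 405 nm absorbance of p-nitroaniline, reads at 0 and 120 min · Doses – 8.5 µM nominal · Measure – % activation between DMSO and enzyme-spiked controls · Also added – Ac-DEVD-pNA chromogenic peptide substrate · Schedule – 1 h compound preincubation, 2 h substrate hydrolysis at 25 °C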
LAP4-GFP MLPCN: alters LAP4-GFP fluorescence in TOR pathway yeast screen; S. cerevisiae LAP4-GFP multiplex, flow cytometry GFP, 3 h; median GFP as percent of DMSO wells; GFP response vs DMSO, % at 10 µM; hit rate 0.34% among 320,000;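 active = GFP response vs DMSO above a set limit, about the screen mean plus 3 SD, cut at about 150% in these data; inconclusive = under 70 cell events counted for the yeast strain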
Yeast superoxide: caloric restriction mimetics inhibiting age-related superoxide in yeast | superoxide response (% of plate mean), % at 10 µM | hit rate 0.18% among 330,000 | S. cerevisiae aged cells, superoxide DHE fluorescence; active compounds read low;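 active = superoxide response under a set limit, about three screen SD below normal, cut at about 65% in these data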;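 also: yeast aged for seven days with compound at 30 °C before DHE staining; 100% = average MFI of all compound-treated wells on the plate with controls excluded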
MEP2-GFP yeast: alters MEP2-GFP fluorescence in TOR pathway yeast screen; S. cerevisiae MEP2-GFP strain, flow cytometry GFP, 3 h; 100% = DMSO control level; GFP response vs DMSO, % at 10 µM; hit rate 0.51% among 330,000; AID 2016;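 active = GFP response versus DMSO above a set limit, roughly screen mean plus 3 SD, cut at about 180% in these data; inconclusive = fewer than 70 cells counted for a yeast strain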;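 also: median GFP fluorescence of the barcode-gated MEP2-GFP cells per well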
RPL19A TOR yeast: alters RPL19A-GFP fluorescence in TOR pathway yeast screen; S. cerevisiae RPL19A-GFP strain, flow cytometry, 3 h; active compounds read low; percent response vs DMSO, % at 10 µM; hit rate 0.3% among 330,000;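 active = percent response vs DMSO below 50%; inconclusive = fewer than 70 events counted for the yeast strain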;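 also: median channel GFP fluorescence of the barcoded RPL19A-GFP strain; ratio of sample median GFP to plate DMSO average so 100% = DMSO; lower means less RPL19A-GFP as with rapamycin TOR inhibition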
Numbers without * were called inactive; ? = inconclusive; · = not tested or not shown.

SMILES	proCasp7 act	AHR activator	JMJD2C inh	proCasp3 act	LAP4-GFP MLPCN	Yeast superoxide	MEP2-GFP yeast	RPL19A TOR yeast
COc1cc([N+](=O)[O-])cc(/C=N/NC(=O)CSc2ccccn2)c1O	-4	2	9	0	98	108	98	99
COc1cccc(-c2nn(-c3ccc(C)cc3)cc2C(=O)NCC2CCCO2)c1 (stereo not drawn)	-3	7	73	2	125	109	104	101
Cc1cc(C)n(CCNC(=O)c2ccco2)n1	-5	-1	-1	5	95	95	108	105
CCN(CC)S(=O)(=O)c1ccc(N2CCOCC2)c(NC(=O)c2ccc(C#N)cc2)c1	-5	2	-25	3	86	117	103	104
O=C(Nc1ccc2c(c1)OCO2)N1CCN(c2ccc(F)cc2)CC1	-21	58*	-5	-17	111	85	107	103
CCOc1ccccc1NC(=O)Cn1nnc(-c2ccc(OCC)c(OCC)c2)n1	7	2	-3	4	97	89	103	101
N#CCSc1nc2c(c(=O)n1Cc1ccco1)C1(CCCC1)Cc1ccccc1-2	5	-1	-2	-1	104	124	103	95
CCOC(=O)C1=C(CS(=O)(=O)c2ccc(Cl)cc2)NC(=O)NC1c1ccc(O)c(OC)c1 (stereo not drawn)	-2	1	0	-1	108	92	113	111
Cc1ccc(S(=O)(=O)N2CCC3(CC2)OCCO3)cc1	10	-3	6	8	104	104	92	103
CC(=O)Nc1ccc2c(CN3C(=O)NC(C)(c4ccc(C)cc4)C3=O)cc(=O)oc2c1 (stereo not drawn)	8	2	-14	3	110	91	97	96
O=C(C1CCC(CNc2nc(=S)[nH]c3ccccc23)CC1)N1CCN(c2ccccn2)CC1 (stereo not drawn)	-1	1	19	0	103	116	100	99
O=C(O)c1nn2cc(CCO)cnc2c1Cl	2	1	2	0	108	101	111	105
C=C1c2c(Cl)ccc(O)c2C(O)=C2C(=O)[C@]3(O)C(O)=C(C(N)=O)C(=O)[C@@H](N(C)C)[C@@H]3[C@@H](O)C12 (stereo partly drawn)	-3	-4	·	-4	103	115	102	95
CCNC(=O)NC(=O)C(C)OC(=O)c1ccc(-n2nc(SC)sc2=S)cc1 (stereo not drawn)	9	4	9	0	98	111	103	97
Cc1cc(C(=O)Cn2cnc3cc(F)ccc3c2=O)c(C)n1C1CC1	12	3	-2	1	97	82	103	98
Cc1cc2cc(CN(Cc3ccco3)C(=O)NCc3ccccc3)c(=O)[nH]c2cc1C	2	2	15	-7	90	99	90	91
O=S(=O)(NCCN1CCCC1)c1ccc(Br)cc1	-3	-1	-8	1	108	101	107	107
Cc1ccc(F)cc1NC(=O)N1CCN(c2ccnc3cc(Cl)ccc23)CC1	4	-1	3	3	108	111	102	97
O=C(CSc1ccc(-c2ccccn2)nn1)N1CCCc2ccccc21	11	7	2	0	92	123	97	88
CN(c1cccc(NC(=O)Nc2cccc(Cl)c2)c1)S(C)(=O)=O	5	77*	-11	8	103	111	103	99
O=C(CSC1=NS(=O)(=O)c2ccccc2N1)Nc1cccc(F)c1	6	0	-3	-6	99	97	103	102
O=C(c1cc2c(=O)n3ccccc3nc2s1)N1CCN(c2cccc(Cl)c2)CC1	-6	-7	-13	-15	113	125	107	96
COc1cccc(CN2CC(C(=O)N3CCCC3)CCC2=O)c1 (stereo not drawn)	1	0	-4	0	111	115	105	104
CCn1cc(CN2CCc3c([nH]c4ccccc34)C2c2cccc(O)c2)c(C)n1 (stereo not drawn)	-5	30	5	0	86	119	96	99
COc1ccccc1-c1nnn(CC#N)n1	-2	1	-5	1	92	95	101	101

New compounds follow.
SMILES	proCasp7 act	AHR activator	JMJD2C inh	proCasp3 act	LAP4-GFP MLPCN	Yeast superoxide	MEP2-GFP yeast	RPL19A TOR yeast
CN(CCO)c1nc(N)c2c(N)nc3c(c2c1C#N)CC(=O)N3C1CCCC1	-50	6	6	-34	100	100	95	96
Cc1ccc(C(=O)Nc2cccc([N+](=O)[O-])c2)cc1S(=O)(=O)Nc1cccc(C(=O)O)c1	7	1	5	-3	104	93	105	98
CC1CCN(c2ccc([N+](=O)[O-])cc2C(=O)N2CCOCC2)CC1	-11	-1	-3	-12	86	76	100	104
Cc1ccc2nc(NC(=O)CCn3cccc3)sc2c1	6	3	3	2	97	85	102	102
CC(=O)O/N=C(\N)Cc1ccc(-c2csnn2)cc1	6	-4	15	-7	115	111	96	98
COC(=O)c1scc(C)c1NC(=O)C1CCCCC1	-3	2	-1	4	96	104	102	97
CC(C)(C)c1ccc(S(=O)(=O)NCC(=O)N2CCN(C(=O)c3ccco3)CC2)cc1	-5	-2	-1	-4	107	100	113	103
CCc1nnc(NC(=O)CSc2nc3c([nH]c4ccccc43)c(=O)n2CCOC)s1	-4	33	-1	12	78	96	96	96
N#Cc1ccccc1NC(=O)COC(=O)CSc1nc2ccccc2o1	-1	4	5	-3	107	89	99	99
O=C(c1cc(COc2ccc(F)cc2F)on1)N1CC[C@@H]2CCCC[C@H]2C1	2	-2	4	-1	95	100	101	102
COc1ccc(S(=O)(=O)Nc2ccc(S(=O)(=O)N3CCCCC3)cc2)cc1C	12	-2	-3	4	103	113	107	102
CCOc1ccc(Nc2nc(Cc3nnc(SCC(=O)NC4CCCC4)n3C)cs2)cc1	-15	8	5	-17	96	116	99	99
Nn1c(N2CCCCC2)nc2ccccc21	2	3	7	-13	113	80	112	113
COc1cc(NC(=O)c2cc3ccccc3cc2OC)ccc1NC(=O)c1cccs1	8	-8	154	6	91	111	106	96
COc1ccc(-n2c(Cc3cccn3C)nnc2SCC(=O)Nc2ccc(F)cc2F)cc1	-8	0	2	7	95	107	92	95
CCOc1ccc(CC(=NCCO)C2=C(O)CC(C)(C)CC2=O)cc1OCC	-1	0	-7	12	106	97	98	101
O=C(Nc1nccs1)c1cc(S(=O)(=O)N2CCCCC2)ccc1Cl	3	6	-4	-6	115	99	108	107
CC(=O)c1cccc(NC(=O)N2CCCC2C(=O)Nc2ccc3c(c2)OCO3)c1 (stereo not drawn)	6	3	37	2	109	98	107	108
CCOC(=O)c1ccc(Nc2sc(C(=O)c3cccc([N+](=O)[O-])c3)c(N)c2C#N)cc1	3	1	0	-10	93	100	110	107
CC(OC(=O)CCN1C(=O)C2CC=CCC2C1=O)C(=O)Nc1cccc(Cl)c1 (stereo not drawn)	10	0	-1	1	98	99	96	97
Cc1ncc(CO)c(CNc2ccc(Oc3ccccc3)cc2)c1O	·	·	-2	·	93	91	110	106
Cc1ccc2c(c1)c1c(n2CC2COC(C)(C)O2)C(=O)CCC1 (stereo not drawn)	0	1	6	-7	100	107	92	94
Cc1cccc(OCC(=O)Nc2ccc(S(=O)(=O)N3CCCC3)cc2)c1	-7	1	-9	0	107	110	105	103
CC(C)(C)c1ccc2c(c1)C(=O)c1ccccc1C2=O	1	46	5	-6	97	124	103	107
CN(C)c1ncc(C2=C(Cl)C(=O)C(N3CCCC3)=C(Cl)C2=O)s1	-3	2	·	-14	?	110	?	?

(listing goes on)
SMILES	proCasp7 act	AHR activator	JMJD2C inh	proCasp3 act	LAP4-GFP MLPCN	Yeast superoxide	MEP2-GFP yeast	RPL19A TOR yeast
Cc1ccc(Cl)cc1N1CCN(C(=O)C(C)n2ncn3cccc3c2=O)CC1 (stereo not drawn)	2	4	-8	-11	116	110	99	103
COc1cc(NC(=O)CSCC(=O)Nc2cccc(C(F)(F)F)c2)c(Cl)cc1Cl	-1	9	3	-1	104	127	105	100
N=C1C(=O)OCC1c1ccccc1NC(=O)c1ccc(F)cc1 (stereo not drawn)	7	6	6	-4	93	117	101	100
Fc1ccc(N/N=C2/CC(c3ccccc3)Oc3ccccc32)c(F)c1 (stereo not drawn)	-16	98*	-6	-4	95	107	112	114
CCN(CC(=O)NCc1cccs1)S(=O)(=O)c1c(F)cccc1F	-1	1	·	5	108	100	107	104
Cc1cc(-c2ccccc2)nc2cc(C(=O)NCCCn3ccnc3)nn12	5	66*	0	-6	97	94	100	99
Cc1ccccc1Nc1nc(N)nc(COC(=O)[C@@H](NC(=O)c2c(F)cccc2F)C(C)C)n1	4	-1	3	2	104	131	94	98
CN(C)/C=C(/C(=O)c1ccc(Cl)cc1)S(C)(=O)=O	7	3	-1	-2	88	101	93	92
CC1SC(C)C(=O)N(CC(=O)NCc2ccc(F)cc2)C1=O (stereo not drawn)	1	2	6	-6	98	92	104	100
CC(C)N1CC(C(=O)Nc2nc3ccccc3s2)CC1=O (stereo not drawn)	7	13	-5	0	98	95	101	97
CCOc1ccc(N(CC(=O)Nc2cc(Cl)ccc2C)S(C)(=O)=O)cc1	0	-2	-29	3	86	98	103	100
Cc1cccc(N2CCN(C(c3ccc(N(C)C)cc3)c3nnnn3C(C)(C)C)CC2)c1C (stereo not drawn)	-3	3	17	6	89	96	91	98
CN(C)c1ccnc(-n2cccc2/C=N/OCc2cccc(F)c2)c1C#N	3	0	-4	-6	92	89	97	94
Cc1ccc(N2CCN(S(=O)(=O)c3c(C)noc3C)CC2C)cc1 (stereo not drawn)	1	-1	-9	6	103	96	92	98
COc1ccc(C(=O)Nc2ccccc2NC(=O)c2ccco2)cc1OC	4	12	0	-3	105	86	103	102
C=CCSc1nc(N)c2c3c(sc2n1)CN(C)CC3	-14	23	2	-3	101	90	111	108
CCCCN(C(=O)CCn1c(=O)oc2ccccc21)c1ccccc1	3	1	1	-2	95	109	92	99
CC(C)c1ccc(C2C3=C(CC(C)(C)CC3=O)NC3=C2C(=O)c2ccccc23)cc1 (stereo not drawn)	1	-1	-2	-2	95	94	95	99
O=C(N/N=C/c1ccc(-c2cccc(C(F)(F)F)c2)o1)c1ccccc1Br	-11	-4	1	6	109	103	106	97
CN1CCC(N(C)C(=O)c2cc(S(=O)(=O)N3CCOCC3)ccc2Cl)CC1	-4	0	8	9	101	98	101	100
Oc1[nH]c2ccccc2c1C1=NCCCCC1	1	62*	-8	4	112	85	113	95
COc1ccc(NS(=O)(=O)c2ccc(C)cc2)c([N+](=O)[O-])c1	-1	2	6	-6	100	87	91	101
CCCCNC(=O)c1onc(CSc2ccccc2CC)c1C(=O)O	-9	9	3	-3	·	·	·	·
NC(=O)C1CCN(C(=S)NCCc2ccccc2)CC1	-4	2	0	-6	105	120	492*	86
CCOc1ccccc1N1CCN(C(=O)C(F)(F)F)CC1	-1	2	0	5	100	88	94	92
CC(=O)c1c(C)[nH]c(C(=O)OCC(=O)N2CCCC2=O)c1C	14	0	5	-1	93	84	99	96
COc1ccccc1CNC(=O)CCCc1nnc2n(C)c(=O)c3sccc3n12	3	-1	5	6	86	98	98	96
